FBPA coupling cs: qHTS Assay for Inhibitors of Fructose-1,6-bisphosphate Aldolase from Giardia Lamblia: Coupling assay counterscreen; activity change, negative = inhibition, % at 58.2 µM, hits read low; hit rate 0.67% among 290,000; coupling enzyme system counterscreen, AmpLite Red fluorescence; in the data active = activity change below about -30%
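Coupling enzymes only (glyceraldehyde-3-phosphate) + compound, at 57.5 uM final, 10 min RT; add substrate/coupling/AmpLite Red mix, 20 min RT; fluorescence ex 525/em 598 nm. Actives flag coupling-system interference.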
KCNH2 3.1 inh: qHTS for Inhibitors of KCHN2 3.1: Mutant qHTS. AID 720553, 2013. U2OS KCNH2 3.1, thallium flux FluxOr; stronger effect = lower value. Potassium voltage-gated channel subfamily H member 2, brain isoform KCNH2 3.1 (human). hit rate 0.95% among 340,000. activity change, % (tested at about 1.8 µM);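 active = maximum activity change below -70%; inconclusive = maximum activity change from -70% to -50%; inactive = maximum activity change above -50%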;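 note: thallium influx rate constant from kinetic fluorescence after stimulation buffer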
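Virally transduced U2OS (3.1 isoform, 4 h infection in dark at RT) → overnight 37 C → FluxOr + Red40 in HBSS/HEPES, 45 min → stimulation buffer, 2 min kinetic read → rate constant vs DMSO controls.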
BCR signal inh: qHTS Assay to Find Inhibitors of Chronic Active B-Cell Receptor Signaling; ABC-DLBCL IkBa-CBG/CBR reporter, luminescence ratio, 4 h; Potency, µM (titrated, usually from 46.1 µM), for inactives: top-dose ratio change, negative = lower green/red ratio, hits mostly inhibitors; hit rate 0.05% among 340,000; AID 493014, 2011; active = well fitted inhibition curve with a large enough effect in the signal ratio, with a control signal flat, not every such curve was filed as active; inconclusive = small, poorly fitted or top-dose-only effect, or effect the other way, or a change in a side signal; the % refers to the signal ratio;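 note: potency is the fitted concentration of half-maximal effect; plate controls were basal doxycycline-induced cells for no effect and cells given 10 µM MG132 for full effect; MG132 reads +100%, hits lower the ratio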
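TMD8 human ABC-DLBCL cells with doxycycline-inducible IκBα–green luciferase fusion and unfused red luciferase, in 0.5% FBS medium; compounds up to 46 uM, 4 h at 37C. Green/red luminescence ratio, filter-overlap corrected, fitted to concentration-response curves.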
KCNH2 WT inh: qHTS for Inhibitors of KCHN2 3.1: Wildtype qHTS; Voltage-gated inwardly rectifying potassium channel KCNH2 (Homo sapiens), Q12809; U2OS, BacMam KCNH2, thallium flux FluxOr; stronger effect = lower value; activity change, % at 1.84 µM; hit rate 0.37% among 340,000; AID 720551, 2013;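 active = maximum activity change below -70%; inconclusive = maximum activity change between -70% and -50%; inactive = maximum activity change above -50%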
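U2OS cells transduced with wild-type KCNH2 virus are loaded with FluxOr dye for 45 min, and thallium flux is measured in kinetic reads before and after stimulation buffer. Rate constants are normalized to DMSO controls.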
GALK inh: qHTS Assay for Inhibitors of Human Galactokinase (GALK). P51570. Potency, µM (highest dose often 57.5 µM), for the others: top-dose activity change, negative = inhibition, hits mostly inhibitors. Purified GALK, Kinase-Glo residual ATP luminescence. hit rate 0.007% among 270,000; note: potency is the fitted concentration of half-maximal effect
Target sequence (P51570 whole entry, looked up): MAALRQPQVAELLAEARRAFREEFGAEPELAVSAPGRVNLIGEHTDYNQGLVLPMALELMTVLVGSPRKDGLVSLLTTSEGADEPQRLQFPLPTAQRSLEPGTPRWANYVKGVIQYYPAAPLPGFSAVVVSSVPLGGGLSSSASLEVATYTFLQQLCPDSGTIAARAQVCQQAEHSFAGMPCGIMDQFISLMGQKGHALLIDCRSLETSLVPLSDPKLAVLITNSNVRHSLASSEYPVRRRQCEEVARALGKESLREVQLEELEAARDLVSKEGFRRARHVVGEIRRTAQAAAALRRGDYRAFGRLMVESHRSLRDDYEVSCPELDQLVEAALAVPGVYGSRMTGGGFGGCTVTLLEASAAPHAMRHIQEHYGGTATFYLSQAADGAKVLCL
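Compounds were pin-transferred into ATP buffer (35 uM final), then GALK plus galactose (5 nM, 100 uM final) was added. After 1 h at room temperature, Kinase-Glo Plus was added and luminescence read after 10 min.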
uPA generation: qHTS for Inhibitors of Cell Surface uPA Generation | AID 540303, 2011 | hit rate 0.31% among 330,000 | Potency, µM (series often up to 38.3 µM), without a hit: at the highest dose activity change, negative = inhibition, actives largely listed as inhibitors | cell surface uPA generation assay, qHTS; active = well fitted inhibition curve with a large enough effect; inconclusive = small, poorly fitted or top-dose-only effect; inactive = no such curve, though single readings can be large or run the other way; tested in mouse RAW 264.7 cells; note: potency is the fitted concentration of half-maximal effect; nearly all actives have a fitted effect of over 55% in size
PKM2 activator: qHTS Assay for Activators of Human Muscle isoform 2 Pyruvate Kinase; Pyruvate kinase PKM (Homo sapiens), P14618; Potency, µM (highest dose often 57.5 µM), for the others: at the top dose activation, hits mostly activators; purified PKM2, Kinase-Glo ATP luminescence, activation; response scale: 0% is enzyme alone, no compound; hit rate 0.34% among 260,000; note: potency is the fitted concentration of half-maximal effect; nearly all actives have a fitted effect of over 55% in size
Target sequence (P14618 whole entry, looked up, canonical isoform): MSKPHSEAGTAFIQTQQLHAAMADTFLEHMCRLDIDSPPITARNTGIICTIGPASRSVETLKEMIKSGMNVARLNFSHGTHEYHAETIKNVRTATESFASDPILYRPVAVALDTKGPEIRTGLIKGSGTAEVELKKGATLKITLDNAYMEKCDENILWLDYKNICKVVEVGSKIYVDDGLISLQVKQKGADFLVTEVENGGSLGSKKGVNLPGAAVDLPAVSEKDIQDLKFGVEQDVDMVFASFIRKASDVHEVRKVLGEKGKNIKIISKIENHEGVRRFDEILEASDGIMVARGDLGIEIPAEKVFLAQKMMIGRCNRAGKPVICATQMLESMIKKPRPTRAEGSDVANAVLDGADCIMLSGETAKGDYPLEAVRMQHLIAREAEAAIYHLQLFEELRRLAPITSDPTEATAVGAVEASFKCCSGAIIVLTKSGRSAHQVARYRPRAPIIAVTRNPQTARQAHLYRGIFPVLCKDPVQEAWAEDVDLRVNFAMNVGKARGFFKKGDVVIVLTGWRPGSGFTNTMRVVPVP
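hPK-M2, >95% pure; 0.1 mM ADP / 0.5 mM PEP final; imidazole pH7.2 buffer w/ 7 mM MgCl2, 50 mM KCl; 1 h RT; Kinase-Glo lum. Intermediate enzyme activity for dual inhibitor/activator qHTS.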
USP2a block: qHTS Assay for Inhibitors of Ubiquitin-specific Protease USP2a Using CHOP2 as the Reporter; Ubiquitin carboxyl-terminal hydrolase 2 (Homo sapiens), O75604; USP2 core, Ub-CHOP2 coupled fluorogenic reporter, 485/531; Potency, µM (titrated, usually from 38.3 µM), without a hit: at the top dose activity change, negative = inhibition, usual class: inhibitors; hit rate 0.01% among 330,000; AID 463254, 2010;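 note: potency is the fitted concentration of half-maximal effect; plate controls were DMSO wells for no effect and full inhibition by NEM control for full effect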
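Cell-free coupled assay: 10nM USP2 core preincubated 30min RT with compound in Tris-HCl pH 8.0/CaCl2/CHAPS buffer, then 25nM Ub-CHOP2 and 25nM reporter substrate; fluorescence (Ex 485/Em 531) read after 60min RT, normalized to NEM inhibition, concentration-response curves fitted.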
Giardia kill: Small Molecules that selectively kill Giardia lamblia: qHTS; Giardia lamblia trophozoite viability; activity change, % at 7.66 µM, hits read low; hit rate 0.15% among 340,000; in the data active = activity change below about -80%; inconclusive = between about -30% and that limit;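 note: parasites exposed to compound for two days anaerobically before the ATP read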
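Giardia trophozoites, 100 cells per well, were exposed to compounds for 48 hrs at 37 deg C under anaerobic conditions; viability was then read as ATP content by bioluminescence after 15-30 min at room temperature.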
B2AR arrestin: qHTS assay of beta-arrestin-biased ligands of beta2-adrenergic receptor. Beta-2 adrenergic receptor (Homo sapiens), P07550. beta-arrestin recruitment to beta2AR, cell-based reporter. Potency, µM (series often up to 46.1 µM), for the others: at the top dose activation, actives largely listed as activators. hit rate 0.02% among 330,000;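 note: potency is the fitted concentration of half-maximal effect; 0% = DMSO controls and full agonism = EC100 isoproterenol or metaproterenol; nearly all actives have a fitted effect of over 65% in size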
Eya2 phos inh: qHTS Assay for Inhibitors of the Phosphatase Activity of Eya2. recombinant Eya2, OMFP fluorescence dephosphorylation (OMFP is methylfluorescein phosphate). Potency, µM (doses to about 76.9 µM), for inactives: at the highest dose activity, negative = inhibition, usual class: inhibitors. hit rate 0.006% among 330,000; note: potency is the fitted concentration of half-maximal effect
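Eya2 (0.2 uM) preincubated 10 min at ambient with compound, then OMFP substrate added at 50 uM; 10 min reaction in 50 mM HEPES pH 7.5, 50 mM NaCl, 5 uM MgCl2, 0.05% BSA, 1 mM DTT. Fluorescence read at Ex 485/Em 525 nm.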
An asterisk follows results filed as active; ? = inconclusive; nt = not tested or not shown; [ ] = another dose, or the depositor's remark. Unless noted, calls come from the whole dose curve; as a rule, active = well fitted curve in the direction sought with a large enough effect; inconclusive = small, poorly fitted or top-dose-only effect, or another doubt; inactive = no such curve, though single readings can be large; an effect the other way counts as inactive or inconclusive. Unless noted, % is set by controls: 0 for no effect and ±100 for the full control effect.

SMILES	FBPA coupling cs	KCNH2 3.1 inh	BCR signal inh	KCNH2 WT inh	GALK inh	uPA generation	PKM2 activator	USP2a block	Giardia kill	B2AR arrestin	Eya2 phos inh
Cc1nc(-c2cccc(NC(=O)c3ccco3)c2)cs1	nt	-4.8	4.2%	-1.4	-5.2%	-3.0%	-4.5%	0.9%	-1.4	0.2%	-8.9%
COc1ccc(O)c(C(=O)c2cnn(C(=O)c3cccc(S(=O)(=O)N4CCOCC4)c3)c2)c1	2.2	-5.9	?	-3.9	-1.2%	3.9%	-0.1%	2.5%	11.2	0.0%	0.0%
Cc1cc(Cl)ccc1-n1c(-c2cccnc2)n[nH]c1=S	6.4	-3.7	12.1%	0.4	-4.2%	0.5%	9.1%	-0.1%	44.1[activator]	0.1%	4.7%
CCn1c(SCC(=O)Nc2cccc(C)c2)nc2c(c1=O)SC(C)C2 (configuration not stated)	10.9	8.5	0.5%	44.8	-0.5%	7.5%	11.1%	2.5%	-2.6	4.5%	-0.2%
CCN(CC)S(=O)(=O)c1ccc2c3c(cccc13)C(=O)S2	-0.4	-10.8	?	-6.8	-0.8%	16.0%	8.0%	-3.4%	-2.5	-0.4%	-10.2%
COc1ccccc1CNC(=O)COC(=O)c1cc([N+](=O)[O-])ccc1N1CCOCC1	nt	-1.4	-2.2%	8.2	0.0%	-3.2%	-1.8%	2.5%	-0.9	-1.0%	-4.2%
O=C(NCCc1ccccc1)/C(=C\c1ccccc1)NC(=O)c1ccco1	1.3	2.4	?	-1.8	4.2%	-5.3%	4.1%	1.0%	-2.6	-1.0%	-6.6%
Cc1cc(NC(=O)COC(=O)C2=COCCO2)c([N+](=O)[O-])cc1C	1.8	-7.7	5.7%	-8.0	16.3%	4.6%	2.7%	-0.2%	-1.1	-0.9%	8.7%
O=C(COC(=O)/C=C/c1ccc(OC(F)F)cc1)Nc1ccc(S(=O)(=O)N2CCCC2)cc1	3.1	-47.9	-2.0%	-3.8	2.7%	3.4%	7.3%	-1.1%	0.0	-0.3%	-3.8%
CC(OC(=O)c1cccs1)C(=O)NCc1ccc2c(c1)OCO2 (configuration not stated)	2.2	9.6	1.3%	-0.7	0.7%	-5.5%	-7.7%	-5.1%	7.0	-0.9%	12.6%
COCC(=O)Nc1nnc(Cc2ccc(OC)c(OC)c2)s1	-0.1	-1.2	?	-4.8	2.4%	2.0%	-5.9%	-0.9%	-18.7	-0.5%	3.5%
COc1ccc(N(CC(=O)NC(C)c2ccccc2)S(=O)(=O)c2ccc(C)cc2)cc1 (configuration not stated)	0.4	-7.0	11.2%	8.8	0.5%	5.8%	nt	-0.8%	4.0	-1.0%	-7.0%
O=C(CCN1C(=O)C2C3C=CC(C3)C2C1=O)Nc1c(F)cc(F)cc1Br (configuration not stated)	0.0	-18.6	-3.8%	-4.1	-4.1%	-3.1%	-5.5%	2.1%	2.3	0.1%	5.2%
CCNC(=O)c1cccc(NC(=O)CN2C(=O)NC3(CCCCC3)C2=O)c1	nt	-0.7	3.9%	2.8	nt	12.9%	nt	1.1%	1.1	-0.2%	22.7%
CCCOc1ccc(CN2CCOCC2)cc1OC	4.1	-14.3	-6.3%	0.9	1.8%	2.1%	-3.1%	0.7%	7.3	-1.0%	?
CC(C)S(=O)(=O)C1=NSC2=NC(=O)/C(=C\c3ccc(-c4cccc(C(=O)O)c4)o3)C(=N)N21	15.3	0.1	?	nt	-17.3%	-2.2%	-36.9%	10.1%	4.7	0.1%	6.3%
C=CCn1c(SCC(=O)N(CCO)CCO)nc2sc3c(c2c1=O)CCC3	3.2	-2.1	8.3%	-2.4	8.4%	6.1%	-3.2%[11.5 µM]	2.3%	-1.7	3.7%	4.3%
COC(=O)C1=C(C)OC(N)=C(C#N)C1c1cc2cccc(C)c2nc1Cl (configuration not stated)	-2.2	nt	11.1%	nt	-1.8%	nt	0.9%	-2.2%	nt	-0.1%	17.5%
CC1(C)C(C=C(Cl)Cl)C1C(=O)Nc1ccc([N+](=O)[O-])cc1 (configuration not stated)	-0.1	-18.3	8.2%	-1.3	-0.5%	-7.1%	-8.3%	-4.8%	-6.2	-0.3%	-8.0%
C=CCn1c(C(C)NC(=O)CC)nc2ccccc21 (configuration not stated)	0.0	-2.5	?	-7.4	-1.2%	3.6%	-0.1%	2.3%	-3.5	-0.1%	3.9%
S=c1[nH]nc2c3c4c(sc3ncn12)CCCC4	10.4	4.2	?	-0.9	-1.6%	0.9%	-8.5%	-3.9%	7.9	0.0%	9.0%
COc1ccc(NC(=O)CN2C(=O)CC(C)(C)S(=O)(=O)c3ccccc32)cc1	5.6	6.1	-2.9%	-5.3	1.6%	-1.2%	2.5%	1.3%	-12.9	0.0%	6.3%
CCCCN1C(=O)c2ccc(C(=O)Nc3cccnc3)cc2C1=O	3.3	6.5	4.2%	-9.9	-1.1%	2.9%	-17.9%	0.5%	-16.2	0.4%	12.0%
N#Cc1c(SCC(=O)Nc2nccs2)nc2c(c1-c1ccco1)CCCC2	0.0	0.1	?	-2.0	-2.6%	0.3%	23.2%	-1.2%	-0.2	0.3%	-23.9%
O=C1/C(=C/c2cccs2)SC(=S)N1CCCC(=O)N(CCO)c1ccccc1	1.7	9.9	?	-9.8	3.1%	-16.9%	0.5%	0.2%	18.5	0.1%	1.4%
(next part)
SMILES	FBPA coupling cs	KCNH2 3.1 inh	BCR signal inh	KCNH2 WT inh	GALK inh	uPA generation	PKM2 activator	USP2a block	Giardia kill	B2AR arrestin	Eya2 phos inh
Cc1ccc(N(CC(=O)NC(C)(C)C)C(=O)CS(=O)CC(=O)Nc2ccc(F)cc2)cc1 (configuration not stated)	0.6	9.1	7.2%	0.8	3.0%	2.5%	14.3%	-0.4%	-19.7	-0.5%	2.1%
Cc1nc2ccccc2n1CC(=O)N/N=C\C=C\c1ccccc1	-1.3	5.3	-18.3%	10.1	-0.9%	3.0%	-6.5%	0.1%	-4.3	0.0%	-0.4%
COC(=O)C(C)Oc1ccc2c(c1)O/C(=C\c1cccc(Br)c1)C2=O (configuration not stated)	1.0	6.3	?	-4.4	4.2%	13.6%	nt	1.4%	-28.4	-0.3%	-4.6%
COc1cccc(CNc2nccs2)c1O	-0.1	8.6	1.9%	3.1	-6.6%	0.2%	-0.2%	0.9%	25.2	-0.5%	-9.5%
CCOC(=O)c1c(C)[nH]c(C(=O)CN2CC(C)OC(C)C2)c1C (configuration not stated)	2.1	-26.5	-0.9%	-5.6	-0.8%	-1.9%	-2.0%	-0.1%	-11.3	-0.9%	-6.1%
CC(=O)C(Sc1ncnc2c1nnn2-c1ccc(F)cc1)C(=O)N(C)C (configuration not stated)	-4.5	-3.9	-4.4%	-14.6	-0.3%	2.9%	-14.9%	2.8%	-20.8	-0.1%	2.1%
CC1(C)Oc2ccc(C(=O)N3CCCCC3)cc2N(CC(=O)NCc2ccccc2)C1=O	5.0	-4.8	4.5%	1.2	-1.5%	0.3%	0.3%	-0.5%	-15.4	0.3%	-29.1%
O=C(CN1CCN(c2ccccc2)CC1)Nc1ccc(F)cc1	0.5	0.3	-0.7%	-1.5	-3.6%	-3.1%	nt	2.6%	-14.1	2.2%	1.0%
CC1CCCN(S(=O)(=O)c2ccc(C(=O)Nc3nnc(-c4ccccn4)o3)cc2)C1 (configuration not stated)	2.7	3.0	5.1%	-14.3	-1.2%	?	10.6%	1.4%	1.7	-0.1%	-8.1%
O=C(c1ccc(Cl)cc1)N1CCc2ccccc21	-0.8	7.8	-1.9%	4.5	-4.6%	-4.9%	-1.6%	-1.9%	24.0	0.2%	0.5%

Part of the list above, limited to GALK inh.
| molecule | GALK inh |
| --- | --- |
| C=CCn1c(SCC(=O)N(CCO)CCO)nc2sc3c(c2c1=O)CCC3 | 8.4% |
| COC(=O)C1=C(C)OC(N)=C(C#N)C1c1cc2cccc(C)c2nc1Cl (configuration not stated) | -1.8% |
